Assay outcomes (PubChem)
PAFAH1B3 inh: PAFAH1B3 enzyme inhibitors, primary screen, biochemical, fluorescence polarization, human | Platelet-activating factor acetylhydrolase IB subunit alpha1 (Homo sapiens), Q15102 | hit rate 0.28% among 340,000 | inhibition, % at 3.39 µM | recombinant PAFAH1B3, FP-rhodamine probe;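 active = inhibition above the screen-wide average of all tested compounds plus 3 SD, cut at about 25% in these data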;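 also: 0% = enzyme with DMSO only and 100% = wells lacking PAFAH1B3 protein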
Target sequence (Q15102 whole entry, looked up): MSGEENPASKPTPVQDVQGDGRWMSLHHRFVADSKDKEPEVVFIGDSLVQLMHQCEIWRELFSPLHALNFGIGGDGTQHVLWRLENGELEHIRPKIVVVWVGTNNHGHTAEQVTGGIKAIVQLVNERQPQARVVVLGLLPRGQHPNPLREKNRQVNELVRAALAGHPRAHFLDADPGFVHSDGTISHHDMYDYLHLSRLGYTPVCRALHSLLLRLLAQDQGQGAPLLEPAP
PAFAH2 FP inh: PAFAH2 enzyme inhibitors, primary screen, biochemical, fluorescence polarization, human. Platelet-activating factor acetylhydrolase 2, cytoplasmic (Homo sapiens), Q99487. recombinant PAFAH2, FP-rhodamine activity probe. inhibition, % at 3.39 µM. hit rate 0.99% among 340,000;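 active = inhibition above the mean over all tested compounds plus 3 SD, cut at about 30% in these data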;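 also: inhibitors block probe labeling of enzyme so polarization drops; 0% = enzyme with DMSO and 100% = wells lacking PAFAH2 protein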
LYPLA2 counter: LYPLA2 inhibitors, primary screen, counter-screen for PME1 inhibitor project, biochemical, fluorescence polarization, FP-Rh probe ABPP. recombinant LYPLA2. inhibition, % at 5.9 µM. hit rate 0.38% among 320,000. AID 2177, 2009;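 active = inhibition above the screen-wide mean plus 3 SD, limit set per campaign, cut at about 26% in these data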;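 also: 0% = LYPLA2 with DMSO and 100% = wells lacking LYPLA2 enzyme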
Target sequence (O95372 whole entry, looked up): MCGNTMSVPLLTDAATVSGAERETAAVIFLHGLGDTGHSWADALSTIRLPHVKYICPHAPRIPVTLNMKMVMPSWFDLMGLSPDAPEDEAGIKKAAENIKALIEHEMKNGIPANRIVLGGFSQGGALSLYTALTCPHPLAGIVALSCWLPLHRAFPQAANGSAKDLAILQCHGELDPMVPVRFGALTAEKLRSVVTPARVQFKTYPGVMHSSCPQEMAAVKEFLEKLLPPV
LYPLA1 inh: LYPLA1 inhibitors, primary screen, counter-screen for PME1 inhibitor project, biochemical, fluorescence polarization, FP-Rh probe ABPP; recombinant LYPLA1; inhibition, % at 5.9 µM; Acyl-protein thioesterase 1 (Homo sapiens), O75608; hit rate 0.16% among 320,000;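 active = inhibition above the mean of all tested compounds plus 3 SD, set per campaign, cut at about 14% in these data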;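 also: inhibitors block serine hydrolase probe labeling of LYPLA1 so polarization falls; 0% = enzyme with DMSO and 100% = wells lacking LYPLA1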
PME-1 inh: PME-1 inhibitors via competitive probe labeling, primary screen, biochemical, fluorescence polarization, FP-Rh probe, HTS. hit rate 0.53% among 320,000. recombinant PME-1. inhibition, % at 5.9 µM;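 active = inhibition above the campaign mean of all compounds plus 3 SD, cut at about 26% in these data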;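 also: competitive labeling of PME-1 active site by serine hydrolase directed probe; 0% = PME-1 with DMSO and 100% = wells lacking PME-1 enzyme; inhibitors block probe labeling so polarization falls and inhibition rises; many of its hits are not listed in these tables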
PAFAH1B2 FP inh: PAFAH1B2 enzyme inhibitors, primary screen, biochemical, fluorescence polarization, human; recombinant PAFAH1B2, FP-rhodamine activity probe; AID 492953, 2010; hit rate 1.2% among 340,000; Platelet-activating factor acetylhydrolase IB subunit alpha2 (Homo sapiens), P68402; inhibition, % at 3.39 µM;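 active = inhibition above the mean of all tested compounds plus 3 SD, cut at about 24% in these data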;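 also: 0% = enzyme with DMSO and 100% = wells lacking PAFAH1B2; many of its hits are not listed in these tables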
pPAFAH FP inh: pPAFAH enzyme inhibitors, primary screen, biochemical, fluorescence polarization, human; Platelet-activating factor acetylhydrolase (Homo sapiens), Q13093; recombinant pPAFAH, FP-rhodamine probe fluorescence polarization; inhibition, % at 3.39 µM; hit rate 1.5% among 330,000;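 active = inhibition above the mean inhibition across the screen plus 3 SD, cut at about 25% in these data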;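 also: inhibitors block binding of the rhodamine activity-based probe so polarization drops; 0% = enzyme with DMSO and 100% = wells lacking pPAFAH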
Target sequence (Q13093 whole entry, looked up): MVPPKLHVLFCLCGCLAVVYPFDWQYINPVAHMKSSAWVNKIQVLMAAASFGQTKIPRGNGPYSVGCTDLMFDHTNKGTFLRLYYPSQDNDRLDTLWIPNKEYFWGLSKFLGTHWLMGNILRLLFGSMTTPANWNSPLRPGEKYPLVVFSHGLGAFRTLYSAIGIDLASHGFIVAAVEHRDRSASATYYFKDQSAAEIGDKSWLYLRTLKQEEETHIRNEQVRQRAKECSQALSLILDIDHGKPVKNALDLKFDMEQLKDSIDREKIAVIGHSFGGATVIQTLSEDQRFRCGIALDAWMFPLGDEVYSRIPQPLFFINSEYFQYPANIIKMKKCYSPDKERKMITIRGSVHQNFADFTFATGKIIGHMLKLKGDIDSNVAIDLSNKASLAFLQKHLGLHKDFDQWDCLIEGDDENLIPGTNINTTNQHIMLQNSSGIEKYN
PAD4 inh: human PAD4 inhibitors, primary screen, biochemical, fluorescence polarization, 1536-well format; Protein-arginine deiminase type-4 (Homo sapiens), Q9UM07; recombinant PAD4, RCA probe fluorescence polarization; inhibition, % at 6.36 µM; hit rate 0.41% among 330,000; AID 485272, 2010;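 active = percent inhibition above a cutoff equal to the mean of all tested compounds plus 3 SD, cut at about 15% in these data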;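 also: 0% = PAD4 with RCA probe and DMSO and 100% = probe without PAD4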
GSTO1 counter: inhibitors of recombinant GSTO1, primary screen, counter-screen for RBBP9 inhibitor project, biochemical, fluorescence polarization | activity-based probe fluorescence polarization | AID 1974, 2009 | hit rate 1.1% among 300,000 | inhibition, % at 5.96 µM | Glutathione S-transferase omega-1 (Homo sapiens), P78417;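 active = inhibition above the campaign mean inhibition plus 3 SD, cut at about 35% in these data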;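 also: 0% = GSTO1-1 with DMSO and 100% = wells lacking GSTO1-1 enzyme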
Active calls of the source: *; . = no result given; & = joins results of further samples. Not all compounds are listed; the hit share may differ from the screen's.

structure	PAFAH1B3 inh	PAFAH2 FP inh	LYPLA2 counter	LYPLA1 inh	PME-1 inh	PAFAH1B2 FP inh	pPAFAH FP inh	PAD4 inh	GSTO1 counter
COc1ccc(C(=O)NC(=S)Nc2ccc(N3CCOCC3)c(Cl)c2)cc1[N+](=O)[O-]	2	-3	60*	50*	1	0	5	0	1
Cn1c(=O)c2c(ncn2CC(=O)Nc2ccccc2)n(C)c1=O	3	-8	-6	0	4	4	-5	-1	8
COc1ccc2nc(NC(=O)CSc3cn[nH]n3)sc2c1	10	4	2	0	-3	7	1	0	-4
C/C(=N/NC(=O)Cc1cccs1)c1ccco1	4	2	-4	-2	-5	2	6	4	-2
O=C(/C=C/c1ccc(Br)o1)Nc1nnc(C2CC2)s1	.	.	-1	2	-5	.	6	-2	-5
CSc1ncccc1C(=O)Nc1cccc(S(=O)(=O)N2CCCC2)c1	6	-1	.	.	.	6	6	-5	.
O=C(Nc1ccc(F)cc1)c1cncs1	0	5	3	2	-6	6	0	-2	9
CN(C(=O)COC(=O)CCc1c[nH]c2ccccc12)C(c1ccccc1)c1ccccc1	5	6	8	-5	2	1	15	-6	4
Cc1csc(=O)n1CC(=O)OCC(=O)Nc1ccc(F)c(F)c1	3	-1	2	2	-5	-1	0	-1	7
COc1ccc(S(=O)(=O)N2CCCC2)cc1NC(=O)c1ccccc1F	2	-3	-4	-6	-2	2	2	-3	-4
CCOCCCNC(=S)Nc1cc(C)cc(C)c1	2	-11	-2	4	-1	7	1	0	-3
CC(C)CCN(C(=S)Nc1cccc(F)c1)C1CCN(C(C)C)CC1	4	-4	3	1	2	0	2	-1	-3
CC(Sc1nnc(Cc2cccs2)n1C1CCCCC1)C(=O)N1CCc2ccccc21 (stereo not given)	9	-3	-2	-5	5	-1	0	-3	10
CCN(CC)S(=O)(=O)c1ccc(N=Nc2c(N)[nH]c(=O)[nH]c2=O)cc1	3	4	3	3	-1	1	0	1	-6
Cc1ccc2c(c1)C(O)(CC(=O)/C=C/C=C/c1ccccc1)C(=O)N2 (stereo not given)	-6	5	3	2	4	0	0	1	-5
CC1CCc2c(C(=O)NCc3cccnc3)csc2C1 (stereo not given)	5	-4	5	-3	2	2	-1	3	5
COc1cccc(CSc2nc3nc(C)cc(C)n3n2)c1	0	-1	-1	-3	3	7	4	1	-5
Cc1cc2cc(C)c(NCCNC(=O)c3ccccc3F)nc2cc1C	-8	4	-1	1	4	5	5	0	-1
CN(C)c1ccc(C(=O)OCC(=O)N2CCOCC2)cc1	8	6	3	2	-13	0	2	2	11
COC(=O)c1ccc(NS(=O)(=O)NC(=O)c2c[nH]c3ccccc23)cc1	4	-2	9	4	-7	1	-2	-3	-4
COc1ccc(CNC(=O)CN(C(=O)c2snc(C(N)=O)c2N)c2ccc(F)cc2)cc1	2	2	4	-1	3	3	9	-3	3
CCOc1cccc2cc(C(=O)N3CCc4ccccc43)c(=O)oc12	7	0	4	0	7	0	0	1	-8
CN(CC(=O)Nc1ccc(F)c(F)c1F)C(=O)CCN1C(=O)C2CCCCC2C1=O (stereo not given)	4	0	5	0	-1	0	0	-6	.
C#CC(C)(C)NC(=O)c1ccc(-c2ccccc2F)cc1	2	-2	-6	-2	-10	-1	-1	5	-1
CCn1c(=O)c(CCC(=O)N2CCN(c3ccccn3)CC2)c(C)c2c(C)nn(-c3cccc(C)c3)c21	10	-2	-1	0	2	3	1	1	-2
CC1SC(=NC(=O)c2ccncc2)NC1=O (stereo not given)	4	4	3	-3	-6	0	2	0	7
Cc1ccccc1C(=O)Nc1nnc(CC(=O)N/N=C/c2cn(Cc3ccccc3)c3ccccc23)s1	3	6	0	-7	3	1	12	2	1
Cc1cc(Nc2cc(F)ccc2C)n2nc(C)nc2n1	14	-7	1	2	5	-8	-7	-3	2
CCn1c(CNc2ccc(Cl)cc2)nnc1SCCN1CCCCC1	8	-1	6	4	-1	8	3	5	8
O=C(CCCn1c(=O)c2sccc2n(Cc2ccc(F)cc2)c1=O)NCc1ccco1	2	-4	-1	-4	10	4	2	-2	2
CN(C(=O)COC(=O)Cc1c(F)cccc1Cl)c1c(N)n(Cc2ccccc2)c(=O)[nH]c1=O	9	15	8	6	4	2	2	-2	.
CC(=O)Nc1ccc(S(=O)(=O)Nc2nc3ccccc3nc2N2CCOCC2)cc1	4	3	.	.	.	3	7	2	.
CN(c1ccccc1)S(=O)(=O)c1ccc(Cl)c(C(=O)NC2=NCCS2)c1	5	7	0	-1	9	4	-1	-1	3
COc1ccc(-c2nc3ccc(N4CCCC4)cc3c(=O)[nH]2)cc1OC	6	4	9	2	16	9	16	-1	-4
C[N+]1(CCn2ccc3ccccc32)CCCCC1	-3	4	-3	2	2	6	-1	2	12
CCCCN1C(=O)C(=O)N(CC(=O)N2N=C3/C(=C/c4ccco4)CCCC3C2c2ccco2)C1=O (stereo not given)	4	7	-7	-2	2	6	-2	-2	-6
Cc1cc2ncn(C(=O)N3CCC(C)CC3)c2cc1C	6	-11	-4	-4	2	5	3	2	-1
Cc1ccc(N=C2NC(=O)C(CC(=O)NCc3ccccc3)S2)cc1C (stereo not given)	1	0	1	-1	0	9	16	-2	-2
O=C(c1ccc(OCCN2CCCCC2)cc1)c1c(-c2ccc(O)cc2)sc2cc(O)ccc12	6&5	-4&-7	-1&-9	-8&-15	6&10	2&-2	19&14	-3&-3	-45&-68
CCCCCC/C(=N/O)c1ccccn1	9	2	4	-1	-1	6	9	1	3

The list goes on.
structure | PAFAH1B3 inh | PAFAH2 FP inh | LYPLA2 counter | LYPLA1 inh | PME-1 inh | PAFAH1B2 FP inh | pPAFAH FP inh | PAD4 inh | GSTO1 counter
Cc1[nH]c(=O)[nH]c(=O)c1/C=N/NC(=O)CCNC(=O)OC(C)(C)C | 11 | 4 | 1 | -4 | 3 | 0 | 4 | 1 | 4
Cc1ccc2c(c1)C(O)(CC(=O)c1ccc(C)s1)C(=O)N2 (stereo not given) | 0 | -10 | 1 | 2 | 5 | -1 | -5 | -3 | 1
Cc1csc(CNc2ncnc3ccc(-c4ccc5c(c4)OCCO5)cc23)c1 | -1 | 7 | -30 | -16 | -30 | 0 | -6 | 2 | .
O=[N+]([O-])c1cc(-n2cccc2)ccc1N1CCOCC1 | 8 | 6 | 8 | 1 | -2 | 6 | 11 | 5 | -2
CCOc1ccccc1C(=O)NCC(=O)O | 10 | 5 | 2 | 0 | 2 | -1 | 5 | 6 | 2
S=c1nc(-c2ccccc2)oc2c1CCCC2 | 6 | 8 | 1 | -1 | 1 | 4 | 5 | -5 | -2
O=C(CCc1ccc(S(=O)(=O)NC2CCCCC2)cc1)NCc1ccccn1 | 7 | 3 | 5 | 2 | 10 | 9 | 7 | -1 | 3
CCOC(=O)C1CCN(C(=O)COc2cccc(C)c2)CC1 | 5 | -2 | 0 | -2 | -6 | -2 | -2 | 5 | 3
Cc1csc(NC(=O)CCn2c(=O)sc3ccccc32)n1 | 3 | -6 | -1 | -1 | 2 | 10 | 2 | -4 | 2
CCCCNC(C(=O)Nc1ccc([N+](=O)[O-])cc1Br)c1ccccc1 (stereo not given) | -1 | -2 | 11 | 1 | -2 | 6 | -1 | -5 | 0
CC(=O)Nc1ccc(NC(=O)c2ccc(N(Cc3ccccc3C)S(C)(=O)=O)cc2)cc1 | 2 | 7 | -4 | -2 | 1 | 7 | 2 | -5 | 11
O=C(Nc1ccc(CN2CCOCC2)cc1)c1cc2ccccn2n1 | 1 | -1 | 1 | -3 | -4 | 1 | 2 | -3 | 2
CCOC(=O)c1cc(C)n(Cc2ccc(OCC)c(OC)c2)c1C | -3 | -6 | 3 | 1 | -3 | 5 | 5 | 4 | 1
Cc1ccc2nc(NC(=O)c3ccc(OCC4CCCO4)cc3)sc2c1 (stereo not given) | 1 | -8 | -7 | -5 | -6 | -5 | 27* | 0 | -9
CCCN1C(=O)c2ccc(C(=O)Nc3nccs3)cc2C1=O | 4 | -6 | 4 | 0 | 8 | 2 | -2 | -3 | -2
Cc1cc(C)c2cc(C(c3nnnn3CC3CCCO3)N3CCN4CCCC4C3)c(=O)[nH]c2c1 (stereo not given) | 3 | -2 | 0 | -1 | 3 | 5 | -1 | 3 | -1
CCc1ccc(-c2cc(C)no2)cc1S(=O)(=O)Nc1cc(C)ccn1 | 6 | 3 | 1 | -1 | 10 | -1 | 8 | -1 | 6
O=S(=O)(c1ccccc1)c1nc(-c2cccs2)oc1NCc1cccnc1 | 13 | 3 | 10 | 3 | 14 | 5 | 0 | 2 | .
O=C(COC(=O)CCC1CCCC1)Nc1nc2c(F)c(F)c(F)cc2s1 | 1 | -10 | 0 | -1 | -4 | -2 | 2 | 2 | 2
CCN1C(=O)[C@H]2[C@@H](c3ccc(-c4cc(C(C)=O)cs4)cc3)N3CCCC[C@@]3(C(=O)OC)[C@H]2C1=O | 0 | -6 | -2 | -5 | -2 | -1 | 2 | -4 | -2
